Lipid droplet – modulators of hepatic lipid droplet formation; inhibition, % at 6.5 µM; AML12 mouse hepatocytes, oleate lipid droplets, BODIPY imaging; 0.4% of 240,000 active;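 active means lipid droplet intensity inhibited by at least 50%, with more than 500 cells counted; inconclusive means wells with under 300 cells, treated as cytotoxic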
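Test system: AML12 hepatocytes (mouse); reagent: oleate loading, 100 µM; dosing: one dose, 6.5 µM compound; incubation: overnight exposure; signal: fluorescence imaging, 20x objective, two fields per well; read-out basis: % inhibition of corrected integrated BODIPY droplet signal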
LYP inhibition – PTPN22 lymphoid phosphatase activity blockers – biochemical, fluorescence intensity, uHTS (AID 1779); 0.054% of 290,000 active; inhibition, % at 11.5 µM; hits with a dose series show IC50 in µM; recombinant LYP phosphatase, fluorescence intensity; higher % means a stronger effect;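 further: plate controls were vehicle with enzyme for no effect and no enzyme for full effect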
Dengue-2 NS5 capping – Dengue-2 NS5 methyltransferase inhibitors, primary screen, biochemical, confirmation dose response (AID 588689); one-dose inhibition, % at 25 µM; IC50 in µM for titrated hits; Dengue-2 NS5 methyltransferase capping enzyme assay, biochemical; higher % means a stronger effect; 0.3% of 340,000 active; in the data active means a potency from the dose series; inconclusive means inhibition above about 29% without an active follow-up result
Siah-1 displacement – Siah-1 peptide-binding antagonists, primary screen, biochemical, fluorescence polarization, rhodamine-plectin, uHTS (AID 1817); Siah-1 / rhodamine-plectin peptide fluorescence polarization; higher % means a stronger effect; 0.02% of 290,000 active; displacement, % at 20 µM, or IC50 in µM where a hit was titrated;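 active means displacement of at least 50% at 20 µM, with a fluorescence ratio check between 0.3 and a set limit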;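 further: plate controls were Siah plus tracer with DMSO for no effect and tracer alone without Siah for full effect; strong numbers were not always called active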
XIAP antagonists – small molecules displacing peptide from XIAP – biochemical, IAP family, fluorescence polarization (AID 1018). 0.007% of 200,000 active. one-dose displacement, % at 20 µM; IC50 in µM for titrated hits. XIAP BIR domain, fluorescence polarization peptide displacement; higher % means a stronger effect; in the data active means displacement above about 50%; further: a part of the inactive calls stands beside numbers as strong as those of hits
HEK293 NOD2/NF-kB – inhibition of NOD2-driven NF-kB reporter – cell-based, luminescence, uHTS, HEK293 (AID 1566); 0.63% of 290,000 active; HEK293 NOD2/NF-kB luciferase reporter, luminescence; higher % means a stronger effect; inhibition, % at 4 µM, or EC50 in µM where a hit was titrated; further: many of its hits are not listed in these tables
AID2073 – inhibitors of Mint1-CaV2.2 protein interaction, biochemical, HTRF (AID 2073). 0.19% of 290,000 active. inhibition, % at 20 µM, or IC50 in µM where a hit was titrated. HTRF protein-protein interaction, Mint1-CaV2.2; higher % means a stronger effect; in the data active means inhibition mostly above about 51%, no sharp cut-off; inconclusive means no clear call, values can overlap the other calls; inactive means mostly below about 53%; further: some results filed as inactive read as strong as hits
HIV fusion peptide – cell-free HIV fusion peptide-binding blockers – biochemical, uHTS, fluorescence dequenching, primary screen (AID 1986). cell-free peptide binding, fluorescence dequenching, 30 min; higher % means a stronger effect. inhibition, % at 20 µM; hits with a dose series show IC50 in µM. 0.3% of 290,000 active; in the data active means inhibition mostly above about 52%, no sharp cut-off; inactive means mostly below about 76%; further: some results filed as inactive read as strong as hits
Myeloid diff 2 – myeloid differentiation induction. AID 624256. 1% of 360,000 active. calls only at 10 µM. ER-HoxA9 myeloid progenitors, lysozyme-GFP differentiation, flow cytometry;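 active means normalized GFP-positive differentiation at or above the plate's own cutoff, the solvent-only control mean plus 3 SD; inconclusive means no clear call, values can overlap the other calls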;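 further: cells exposed to compound for four days before flow analysis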
Lipid droplet cells 6.5 µM – recorded beside Lipid droplet, whose call it bears; cell count; measured here: cell count, cytotoxicity flag;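 cells counted across two imaged fields per well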
Myeloid diff 2 GFP+ MAC1+ % – also measured in Myeloid diff 2; calls as there; GFP+ MAC1+ double positive, %; measured here: differentiation confirmed by MAC1 staining
The depositor's hits bear a star; i = inactive; ? = inconclusive; / = no result given. Unless noted, no stated cut-off is given here; in the data, active means inhibition above about 50%; inactive means the rest. An excerpt; count on the stated rates, not on these rows.

SMILES | Lipid droplet | Lipid droplet cells 6.5 µM | LYP inhibition | Dengue-2 NS5 capping | Siah-1 displacement | XIAP antagonists | HEK293 NOD2/NF-kB | AID2073 | HIV fusion peptide | Myeloid diff 2 | Myeloid diff 2 GFP+ MAC1+ %
CCCCCCC(=O)N(O)C1CC(=O)N(c2ccc(Br)cc2)C1=O (configuration not stated) | -0.1 | 748 | -0.7% | 1.9% | 1.6% | -6.7% | -17.1% | -0.6% | 9.4% | i | 1.0
COc1cc(C2N(c3cccc(Cl)c3)C(=O)C3CCCN32)cc(OC)c1OC (configuration not stated) | / | / | -8.2% | 1.4% | 0.8% | -4.5% | -2.1% | 1.5% | 1.2% | i | 1.3
CCCCN(C(=O)CSCc1ccc(C)cc1)c1c(N)n(CCC)c(=O)[nH]c1=O | 7.4 | 837 | -6.1% | -2.6% | 3.1% | / | 5.4% | -2.6% | 3.1% | i | 0.0
Cc1ccc(C(C)C)c(OCc2ccc(C(=O)N/N=C/c3ccc(O)c(O)c3)cc2)c1 | 2.0 | 640 | 5.7% | 1.3% | 26.4% | -11.3% | 38.0% | 20.5% | 10.4% | i | 1.4
Cn1ccnc1SCC(=O)Nc1cccc(S(=O)(=O)N2CCCCC2)c1 | 15.5 | 666 | -0.7% | -8.6% | 13.4% | -4.9% | 22.7% | -8.4% | -1.0% | i | 0.2
Cc1ccc(S(=O)(=O)NNC(=O)CCC(=O)Nc2ccccc2Cl)cc1 | 4.6 | 747 | -11.7% | -0.7% | -2.6% | / | 4.3% | -8.1% | -0.9% | i | 4.1
CNC[C@H](NC[C@@H](NCCCc1ccccc1)c1ccccc1)[C@H](C)O | 19.4 | 541 | -2.4% | -2.5% | 3.2% | / | -9.5% | 23.8% | 1.4% | i | 1.0
Nc1cc(=O)[nH]c(=O)n1Cc1ccccc1 | 2.1 | 777 | -6.5% | -0.8% | -3.5% | -13.4% | 18.5% | 8.8% | -0.3% | i | 0.9
Cc1ccccc1NC(NC(=O)c1cccnc1)C(Cl)(Cl)Cl (configuration not stated) | -2.3 | 467 | -1.3% | 1.9% | 3.4% | -4.3% | -8.5% | 2.5% | -0.1% | i | 0.7
O=C1c2sc3nc4ccccc4n3c2C(=O)N1c1ccccc1Cl | -1.1 | 788 | 3.6% | 26.1% | -0.6% | -2.9% | -14.2% | -0.8% | 2.3% | i | 0.9
CN(C(=O)C1CCCN(S(=O)(=O)c2cccc([N+](=O)[O-])c2)C1)C1CCS(=O)(=O)C1 (configuration not stated) | 0.8 | 617 | -0.3% | / | -0.4% | -5.0% | 8.3% | -2.8% | -1.8% | i | 0.2
O=C(NCCN1CCCCC1)c1ccco1 | 4.3 | 756 | -11.6% | 0.0% | 1.3% | 0.1% | -1.0% | -0.1% | 2.1% | i | 0.7
COc1ccc(OC)c(CC(NC(C)=O)C(=O)NC2CCN(C(=O)c3cccc(C)c3)CC2)c1 (configuration not stated) | -3.2 | 778 | -10.1% | 0.0% | -2.2% | / | -11.2% | 11.3% | 0.0% | / | /
COc1cccc(C2(c3cccc(OC)c3)CC2C(=O)Nc2ccccc2Cl)c1 (configuration not stated) | 48.6 | 682 | 0.3% | -1.3% | 6.7% | -2.0% | -6.6% | 11.4% | 2.2% | i | 0.6
Cc1ccc(C(NC(=O)N2CCOCC2)C(Cl)Cl)cc1F (configuration not stated) | -10.3 | 673 | -7.2% | -2.7% | 4.6% | -3.7% | 4.5% | 0.2% | 1.3% | i | 0.0
Fc1ccc(Cn2c(SCc3ccc(F)c(F)c3)nnc2C(F)(F)F)cc1 | / | / | -0.6% | -5.7% | 2.1% | -3.2% | -1.4% | 10.8% | 0.4% | i | 6.4
Cc1ccccc1NC(=O)Nc1ccccc1C(N)=O | 1.4 | 693 | -4.7% | 1.8% | 17.3% | -8.0% | -2.2% | 9.8% | 1.4% | i | 0.8
CCn1c(CC(=O)Nc2ccc(Cl)c(Cl)c2)nnc1SCc1ccc(C)cc1 | 0.6 | 698 | -2.7% | 0.0% | 7.3% | -5.5% | -7.8% | 20.1% | 1.4% | i | 0.4
COc1ccc(CSc2n[nH]c(C)n2)cc1Br | / | / | -4.9% | 0.7% | 0.9% | -5.0% | -16.4% | 30.0% | 4.6% | i | 9.0
Cc1ccc(C(=O)N2CCN(c3ccc(NC(=O)Cc4ccccc4)cc3)CC2)cc1 | 5.4 | 865 | -9.3% | -5.5% | 0.7% | / | 6.2% | 3.6% | -0.1% | i | 0.9
O=C(O)CCCSc1nccn1-c1ccccc1 | 7.4 | 735 | -2.6% | 3.4% | 1.5% | -6.8% | 15.5% | -3.7% | 1.4% | i | 0.1
CC(C)CCn1c(O)c(N=NC(=O)Cn2ccc(C(F)(F)F)n2)c2ccccc21 | -6.2 | 706 | -4.8% | 1.9% | -1.6% | 58.1% | 15.5% | -5.5% | -0.5% | i | 0.1
COc1cccc(Nc2nc(-c3sc(NC(=O)CC(C)C)nc3C)cs2)c1 | / | / | -2.2% | 9.1% | 0.8% | -2.9% | -3.7% | 2.0% | 3.0% | i | 0.7
COc1cc(Cl)c(C)cc1NC(=O)CSc1nnc(-c2ccccn2)n1Cc1ccco1 | / | / | 1.1% | -10.2% | 2.4% | -3.9% | -4.2% | 14.3% | 3.6% | i | 1.7
O=C(CSc1nnc(-c2ccncc2)n1-c1ccccc1Cl)Nc1ccc(C(=O)O)cc1 | 5.1 | 704 | -5.2% | / | -1.1% | -9.9% | 8.7% | -0.3% | 0.7% | i | 0.1
Cc1c(NC(=O)CCC2CCCCC2)c(=O)n(-c2ccccc2)n1C | / | / | -8.3% | -4.1% | -1.3% | -8.8% | 13.3% | -3.9% | -0.4% | i | 0.8
Cc1cn(C2OC(COC(=O)c3ccccc3)C(O)C2Cl)c(=O)[nH]c1=O (configuration not stated) | -11.5 | 666 | -1.5% | 2.6% | 0.1% | -5.7% | 12.8% | -0.9% | 0.0% | i | 0.0
Cc1ccc(-n2nnnc2-c2cnn(-c3cccc(F)c3)c2C(F)(F)F)cc1 | -1.3 | 765 | -8.1% | 5.9% | 5.9% | -1.7% | 4.8% | -4.0% | 2.4% | i | 0.6
COc1ccc(OCc2nc3c4cc(OC)c(OC)cc4nc(=S)n3[nH]2)cc1 | 23.4 | 630 | -2.3% | 5.5% | 8.8% | -2.1% | 12.7% | -9.9% | 0.4% | i | 0.7
O=S1(=O)C[C@H]2NC(=S)N(c3ccccc3)[C@H]2C1 | -0.6 | 612 | -10.5% | -6.2% | 3.3% | -11.6% | 17.3% | 10.4% | 0.7% | i | 0.6
Cc1ccc(C(=O)c2coc3ccc(OCC(=O)O)cc23)cc1 | 9.5 | 770 | -4.8% | -6.3% | 3.1% | 0.5% | 2.8% | 4.1% | 0.8% | i | 0.7
CCn1c(CNC(=O)Cc2ccc(OC)cc2)nnc1SCC(=O)c1ccccc1 | / | / | -6.8% | -3.6% | 2.9% | -1.8% | 10.4% | 30.8% | 2.1% | i | 1.8
CC(C)=CCN1CCN(Cc2cccn2-c2ncccn2)CC1CCO (configuration not stated) | 9.2 | 674 | -6.8% | -2.9% | 14.7% | -3.6% | 2.8% | 5.2% | 0.5% | i | 0.4
CC(C)(C)C(=O)Cn1nnc(-c2ccc(C(F)(F)F)cc2)n1 | 5.5 | 706 | -9.1% | 0.0% | 7.7% | / | 7.8% | -2.1% | 0.1% | i | 0.4
COc1ccccc1-c1cc(C(=O)Nc2cccnc2)no1 | / | / | -3.9% | -9.0% | -3.4% | -19.8% | -73.3% | 1.0% | -1.9% | ? | /
CCSc1nnc(NC(NC(=O)c2ccco2)(C(F)(F)F)C(F)(F)F)s1 | / | / | -6.9% | 5.6% | 1.8% | -6.2% | 10.3% | -7.8% | 15.2% | i | 0.6
Cc1cc(NC(=O)CSc2nnc(Cn3c(=O)sc4ccccc43)n2-c2ccccc2C)no1 | -35.3 | 743 | 3.9% | 0.7% | 3.1% | -3.1% | 5.9% | 8.7% | -1.2% | i | 1.7
O=C(NCCNC(=O)c1cccc(O)c1)c1cccc(O)c1 | -5.0 | 829 | -8.4% | -4.6% | 0.5% | / | 2.0% | 1.8% | 2.4% | i | 0.5
CCOC(=O)c1nc(Nc2cccc(C)c2)c2ccccc2n1 | 15.6 | 684 | 3.1% | 1.5% | -1.5% | -2.8% | 18.7% | -3.1% | 5.5% | i | 0.9
COc1ccc(N2C(=O)CC(Nc3cccc(C(C)=O)c3)C2=O)cc1OC (configuration not stated) | -5.3 | 788 | -9.2% | -9.4% | -4.9% | -1.2% | -18.9% | 10.5% | 0.1% | i | 0.3
COc1cccc(NC(=O)CN2C(=O)CSc3ccc(S(=O)(=O)N4CCCCC4)cc32)c1 | -24.8 | 655 | -9.9% | -11.5% | 1.1% | / | 16.5% | 2.2% | -0.9% | i | 0.0
Cc1cccc(/C=N/NC(=O)c2ccc(Br)cc2)c1 | 31.9 | 690 | -6.6% | -6.5% | 8.8% | -3.6% | 10.3% | 2.1% | 5.8% | i | 0.7
COc1cc(Br)cc(/C=N/c2ncn[nH]2)c1O | 2.7 | 695 | 1.1% | -2.4% | -3.4% | -8.4% | 14.3% | -10.5% | 1.3% | i | 7.5
COc1cccc(N2C(=O)CC(N3CCC(c4nc5ccccc5[nH]4)CC3)C2=O)c1 (configuration not stated) | -2.7 | 666 | -0.6% | -7.8% | 1.2% | -3.7% | -5.1% | -5.5% | -0.1% | i | 0.6

Already shown: 4 of the compounds above.
SMILES | Lipid droplet | Lipid droplet cells 6.5 µM | LYP inhibition | Dengue-2 NS5 capping | Siah-1 displacement | XIAP antagonists | HEK293 NOD2/NF-kB | AID2073 | HIV fusion peptide | Myeloid diff 2 | Myeloid diff 2 GFP+ MAC1+ %
Cc1cc(NC(=O)CSc2nnc(Cn3c(=O)sc4ccccc43)n2-c2ccccc2C)no1 | -35.3 | 743 | 3.9% | 0.7% | 3.1% | -3.1% | 5.9% | 8.7% | -1.2% | i | 1.7
O=C(NCCNC(=O)c1cccc(O)c1)c1cccc(O)c1 | -5.0 | 829 | -8.4% | -4.6% | 0.5% | / | 2.0% | 1.8% | 2.4% | i | 0.5
CCOC(=O)c1nc(Nc2cccc(C)c2)c2ccccc2n1 | 15.6 | 684 | 3.1% | 1.5% | -1.5% | -2.8% | 18.7% | -3.1% | 5.5% | i | 0.9
COc1ccc(N2C(=O)CC(Nc3cccc(C(C)=O)c3)C2=O)cc1OC (configuration not stated) | -5.3 | 788 | -9.2% | -9.4% | -4.9% | -1.2% | -18.9% | 10.5% | 0.1% | i | 0.3

Compound activity as filed in PubChem BioAssay.
